Sm TGR block: qHTS Assay for the Inhibitors of Schistosoma Mansoni Peroxiredoxins | Schistosoma mansoni thioredoxin glutathione reductase (TGR), Q962Y6 | purified TGR, DTNB reduction, TNB absorbance 405 nm | Potency, µM (doses to about 114 µM), for the others: at the highest dose activity change, negative = inhibition, usual class: inhibitors | hit rate 3% among 360,000; also: potency is read from the fitted curve at half-maximal effect; nearly all actives have a fitted effect of over 60% in size
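Kinetic colorimetric format: TGR-catalysed, NADPH-driven DTNB reduction monitored via TNB absorbance. Enzyme dispensed at 20 nM; compound exposure 15 min at room temperature before reaction start.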
HCMV antiviral: qHTS Assay for inhibitors of the human cytomegalovirus (HCMV). HFF cells, HCMV-luciferase reporter, 72 h; hits give low values. activity change, negative = inhibition, % at 57.5 µM. hit rate 4.5% among 410,000. AID 1259415, 2018; in the data active = activity change below about -60%; inconclusive = no clear call, values can overlap the other calls; inactive = above about -39%
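HFF cells seeded 16 h at 37C, treated with compounds, infected with luciferase-reporter HCMV at MOI 1 PFU/cell; luciferase read at 72 h post infection, normalized to buffer-only and Salinomycin controls.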
Giardia FBPA inh: qHTS Assay for Inhibitors of Fructose-1,6-bisphosphate Aldolase from Giardia Lamblia | A8B2U2 | purified Giardia FBPA | Potency, µM (top dose mostly 59.6 µM), without a hit: top-dose activity, negative = inhibition, most hits filed as inhibitors | hit rate 0.71% among 290,000 | AID 2451, 2010; also: potency is read from the fitted curve at half-maximal effect; nearly all actives have a fitted effect of over 55% in size
Target sequence (A8B2U2 whole entry, looked up): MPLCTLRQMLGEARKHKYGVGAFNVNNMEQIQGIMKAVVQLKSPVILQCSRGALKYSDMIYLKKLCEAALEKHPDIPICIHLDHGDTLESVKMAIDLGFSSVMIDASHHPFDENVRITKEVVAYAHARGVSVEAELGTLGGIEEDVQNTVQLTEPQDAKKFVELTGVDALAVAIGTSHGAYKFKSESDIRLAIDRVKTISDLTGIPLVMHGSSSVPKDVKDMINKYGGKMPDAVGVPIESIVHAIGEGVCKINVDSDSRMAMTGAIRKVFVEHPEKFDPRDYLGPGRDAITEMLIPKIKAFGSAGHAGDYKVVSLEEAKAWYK
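40 nM FBPA preincubated 10 min at RT with compound (up to 57.5 uM final), then substrate plus GAPDH/TPI/NAD/arsenate coupling and diaphorase/resazurin added. Fluorescence read after 20 min at RT, 525/598 nm.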
AMA1 RON2 block: qHTS for Inhibitors of AMA1-RON; Towards Development of Antimalarial Drug Lead: Primary Screen; Plasmodium falciparum AMA1 (3D7) - RON2 peptide interaction; AlphaScreen AMA1-biotinylated RON2 peptide binding; Potency, µM (titrated, usually from 58.2 µM), without a hit: at the top dose activity change, negative = inhibition, most hits filed as inhibitors; hit rate 0.2% among 360,000; AID 720542, 2013;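 also: potency is read from the fitted curve at half-maximal effect; 0% = vehicle wells and -100% = peptide control; nearly all actives have a fitted effect of over 45% in size; some results filed as inactive show a strong effect at the top dose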
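AMA1 (3D7) with his tag at 25 nM final met compounds first, then biotinylated RON2 peptide at 25 nM; detection used donor plus acceptor beads, 10 µg/mL apiece, read by AlphaScreen after 30 min at room temperature.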
AmpC inh no detg: qHTS Inhibitors of AmpC Beta-Lactamase (assay without detergent); AmpC nitrocefin hydrolysis, absorbance 480 nm, 0.0001% Triton; Potency, µM (series often up to 57.1 µM), inactives show at the top dose activity change, negative = inhibition, hits mostly inhibitors; hit rate 0.52% among 330,000;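 also: potency is read from the fitted curve at half-maximal effect; plate controls were no compound for no effect and no enzyme for full effect; nearly all actives have a fitted effect of over 20% in size; some results filed as inactive show a strong effect at the top dose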
Target sequence (P00811 whole entry, looked up): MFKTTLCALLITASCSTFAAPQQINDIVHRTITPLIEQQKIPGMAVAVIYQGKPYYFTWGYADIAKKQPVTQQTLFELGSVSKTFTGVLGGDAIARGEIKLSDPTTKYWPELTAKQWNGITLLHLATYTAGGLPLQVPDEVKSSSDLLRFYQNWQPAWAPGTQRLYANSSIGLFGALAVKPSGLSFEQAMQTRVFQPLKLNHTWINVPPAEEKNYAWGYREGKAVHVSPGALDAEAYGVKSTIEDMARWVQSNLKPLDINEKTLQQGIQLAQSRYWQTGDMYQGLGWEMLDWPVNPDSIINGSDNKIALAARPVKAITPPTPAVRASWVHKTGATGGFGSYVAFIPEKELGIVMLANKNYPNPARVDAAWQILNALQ
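20 mM phosphate pH 7.0 + 0.01% (detergent screen) or 0.0001% Triton X-100; 5.3 nM AmpC reagent; cpd preinc 15 min RT; nitrocefin (800 uM stock) to start; A480 q20 s × 4 min; Activity was normalised to no-enzyme and no-compound control wells.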
AmpC inh detg: qHTS Inhibitors of AmpC Beta-Lactamase (assay with detergent). Potency, µM (series often up to 114 µM), without a hit: at the highest dose activity change, negative = inhibition, most hits filed as inhibitors. hit rate 0.041% among 370,000. P00811. AID 485294, 2010. AmpC hydrolysis of nitrocefin, absorbance 480 nm, 0.01% Triton;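 also: potency is read from the fitted curve at half-maximal effect; 0% = no-compound wells and -100% = no-enzyme wells; nearly all actives have a fitted effect of over 25% in size; some results filed as inactive show a strong effect at the top dose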
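AmpC (5.3 nM in the dispensed reagent) in 20 mM phosphate pH 7.0 with 0.01% (detergent screen) or 0.0001% Triton X-100 was preincubated with compounds for 15 min at room temperature. Nitrocefin was then added from an 800 uM solution, and hydrolysis was followed at 480 nm.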
The depositor's hits bear a star; u = inconclusive; x = no result given; [ ] = dose if it differs, or a comment. Unless noted, calls follow the shape of the dose curve; as a rule, active = well fitted curve in the direction sought with a large enough effect; inconclusive = small, poorly fitted or top-dose-only effect, or another doubt; inactive = no such curve, though single readings can be large; an effect the other way counts as inactive or inconclusive. Unless noted, % is scaled to controls: 0 for no effect and ±100 for the full control effect. No enrichment for hits; 7.8% or so of the library scored in one or more.

| structure | Sm TGR block | HCMV antiviral | Giardia FBPA inh | AMA1 RON2 block | AmpC inh no detg | AmpC inh detg |
| --- | --- | --- | --- | --- | --- | --- |
| COc1ccc(-c2csc(NC(=O)CN3C(=O)CCC3=O)n2)cc1OC | 15% | -28 | 1% | 9%[2.32 µM] | -9% | -2% |
| O=C(/C=C/c1cc([N+](=O)[O-])ccc1OC(F)F)NCc1ccc(Cl)cc1 | 1% | -13 | 1% | 3% | -36% | u |
| CCc1c(C(=O)NC(C)C2CCCO2)csc1C (stereo not drawn) | 3% | -20 | x | -4% | 3% | -7% |
| COC(=O)c1cc2oc3ccccc3c2n1Cc1nc(-c2ccc(OC)cc2)oc1C | 14% | 1 | x | x | x | 5% |
| COc1ccccc1NS(=O)(=O)c1cccc(C(=O)N2CCN(C(=O)c3ccco3)CC2)c1 | -21% | u | x | -8% | 43% | -2% |
| Cc1cccc(Nc2nc(-c3ccc(F)c(C)c3)cs2)n1 | -11% | 178 | 16% | -18% | -58% | -4% |
| Cc1nc(NC(=O)/C=C/c2ccccc2)sc1C(=O)Nc1ccc(Cl)cc1 | 28% | -23 | 2% | -3% | -28% | 2% |
| CCOC(=O)/C(C#N)=N/Nc1c(C)n(C)n(-c2ccccc2)c1=O | -7% | 3 | 16µM* | 127%[activator] | 3% | -2% |
| O=C(c1cccc(Cl)c1)N(Cc1cccc(F)c1)C1CCS(=O)(=O)C1 (stereo not drawn) | 50%[activator] | -5 | x | x | x | 15% |
| CC(C)(C)OC(=O)NCCCCCNC(=O)c1nc[nH]c1C(=O)NCc1ccccc1 | 1% | -20 | x | 107%[activator] | 34% | -3% |
| CCn1cc(C(=O)NC(=S)Nc2cccc(O)c2)cn1 | u | 50 | -12% | 5% | -1% | 1% |
| CCCCC12CN3CC(C)(CN(C1)C3c1ccccn1)C2=O (stereo not drawn) | 2% | -11 | x | x | x | -7% |
| CCN1CCCC(OC(=O)c2cc(-c3ccc(C)cc3)nc3ccccc23)C1 (stereo not drawn) | 11% | -36 | -9% | u | 74%[activator] | -13% |
| Cc1ccccc1CN(c1ccc(C(=O)Nc2cccnc2)cc1)S(C)(=O)=O | -1% | 19 | 8% | 4% | 49% | 2% |
| CSc1ccc(/C=C/C(=O)OCC(=O)NC(C)C)cc1 | -1% | -8 | 10% | -20% | 7% | 1% |

More records follow:
| structure | Sm TGR block | HCMV antiviral | Giardia FBPA inh | AMA1 RON2 block | AmpC inh no detg | AmpC inh detg |
| --- | --- | --- | --- | --- | --- | --- |
| COc1cccc(/C=C2\SC(=S)N(CCC(=O)N3CCCCC3CCO)C2=O)c1 (stereo not drawn) | -6% | -98* | 2% | -7% | 133%[activator] | -9% |
| Cc1cc(C(=O)OC(C)C(=O)NC2CCCCC2C)c(C)o1 (stereo not drawn) | 1% | -24 | x | -3% | -8% | -15% |
| Cc1oc(S(=O)(=O)N2CCCC2)cc1C(=O)Nc1ccccc1 | -4% | -31 | 6% | 4% | -19% | -7% |
| Cc1ccnc(SCC(=O)O)n1 | 1% | -5 | 8% | 0% | -7% | u |
| Cc1sc(NC(=S)NC(=O)c2cccs2)nc1-c1ccc(CC(C)C)cc1 | -23% | -31 | -2% | 2% | -21% | -2% |
| COc1ccc(Cl)cc1S(=O)(=O)N1CCC(C(=O)NC2CC2)CC1 | 1% | x | x | 3% | 28% | -4% |
| CC1CCCN(C(=S)Nc2ccc(S(=O)(=O)N3CCCCC3)cc2)C1 (stereo not drawn) | -3% | -67* | 1% | -8% | -27% | 0% |
| Cc1nn(CC#N)c(=O)n1-c1cccc(F)c1 | -11% | 22 | 4% | -10% | -15% | -5% |
| CC(OC(=O)c1ccc2ncsc2c1)C(=O)NC1CCCCC1C (stereo not drawn) | 0% | -15 | x | 2% | 1% | -15% |
| CN(CC(=O)Nc1cccc(F)c1)C(=O)CC1CCCCC1 | 5% | -35 | x | -12% | -15% | -17% |
| O=C(Nc1ccc(S(=O)(=O)N2CCCCC2)cc1)c1ccc(F)cc1 | 5% | u | -3% | 40%[activator] | -43% | -3% |
| CCOC(=O)c1ccc(NC(=O)NC2CC3CCC(C2)N3Cc2nnnn2Cc2ccco2)cc1 (stereo not drawn) | -29% | 1 | 1% | -2% | -47% | u |
| COc1ccc(-c2csc(N3CCN(C(=O)c4ccccc4)CC3)n2)cc1 | -1% | -17 | -4% | -19% | 15% | -11% |
| COc1ccc(Nc2nc3c(S(=O)(=O)c4ccccc4)nnn3c3ccc(Cl)cc23)cc1 | 6% | u | x | x | x | u |
| CCOc1ncccc1C(=O)OCc1ccc([N+](=O)[O-])cc1 | 10% | -2 | -2% | 8% | -9% | -1% |

(continued)
| structure | Sm TGR block | HCMV antiviral | Giardia FBPA inh | AMA1 RON2 block | AmpC inh no detg | AmpC inh detg |
| --- | --- | --- | --- | --- | --- | --- |
| Cc1ccccc1OCCc1c(C)[nH]c(=S)[nH]c1=O | 1% | -64* | 2% | 99%[activator] | -22% | 3% |
| CN(C)c1ccnc2sc(C(=O)NCc3ccccc3)c(N)c12 | 1% | -23 | 3% | -5% | -18% | 2% |
| CCCCn1c(N)c(N(CC(C)C)C(=O)CN(C)S(=O)(=O)c2ccc(F)cc2)c(=O)[nH]c1=O | 15% | 24 | x | 5% | -21% | -2% |
| COc1ccc(N(C)S(=O)(=O)c2cccc(C(=O)Nc3nnc(C4CC4)s3)c2)cc1 | 12% | u | 0% | 53%[activator] | -30% | -2% |
| COc1ccc(CNC(=O)C(c2ccco2)N(Cc2ccccc2)C(=O)Cc2cccs2)cc1 (stereo not drawn) | -26% | -34 | 0% | -3% | -50% | 3% |
| O=C(N[C@H]1C/C=C\C(c2cccc(F)c2)N(Cc2ccccc2)C(=O)C1)OCC1c2ccccc2-c2ccccc21 (stereo partly drawn) | x | 17 | x | -9% | -15% | x |
| O=C(N/N=C/C=C/c1ccccc1)c1cccnc1 | -1% | 13 | u | 98%[activator] | -20% | 1% |
| CC1=C(C(=O)OC(C)C)C(c2cccs2)NC(=S)N1 (stereo not drawn) | -15% | -7 | 1% | 2%[11.6 µM] | -43% | -2% |
| COc1ccccc1NC(=O)CSc1nnc(CNC(=O)c2ccccc2F)o1 | 3% | -6 | x | 1% | -22% | -13% |
| Cc1nc(NC(=O)c2ccccc2)sc1Cc1ccc2c(c1)OCO2 | -8% | 3 | 1% | u | -35% | 1% |
| Cn1cnc2cc(NC(=O)c3ccco3)ccc21 | 0% | 64 | -4% | 5% | -8% | -1% |
| O=C(Nc1ccccc1N1CCCC1)C1CCN(S(=O)(=O)c2ccccc2C(F)(F)F)CC1 | -12% | -15 | x | -14% | -4% | u |
| COc1ccc(C(O)(CCN2CCCCC2)C2CCCCC2)cc1 (stereo not drawn) | 1.4µM* | u | -2% | 6% | 10% | u |
| O=C(O)c1cc2n(n1)C(C(F)(F)F)CC(c1ccco1)N2 (stereo not drawn) | u | -4 | -13% | -10% | x | -7% |
| COc1ccc(Oc2nnc(-c3ccc(C)cc3)c3ccccc23)cc1 | 18% | -27 | 9% | -6% | 0% | u |

Taken from above, 2 compounds:
| structure | Sm TGR block | HCMV antiviral | Giardia FBPA inh | AMA1 RON2 block | AmpC inh no detg | AmpC inh detg |
| --- | --- | --- | --- | --- | --- | --- |
| O=C(O)c1cc2n(n1)C(C(F)(F)F)CC(c1ccco1)N2 (stereo not drawn) | u | -4 | -13% | -10% | x | -7% |
| COc1ccc(Oc2nnc(-c3ccc(C)cc3)c3ccccc23)cc1 | 18% | -27 | 9% | -6% | 0% | u |

Compound profiles, from the list above. Order of screens: Sm TGR block, HCMV antiviral, Giardia FBPA inh, AMA1 RON2 block, AmpC inh no detg, AmpC inh detg
O=C(O)c1cc2n(n1)C(C(F)(F)F)CC(c1ccco1)N2 (stereo not drawn) in the list: u, -4, -13%, -10%, x, -7%
O=C(N[C@H]1C/C=C\C(c2cccc(F)c2)N(Cc2ccccc2)C(=O)C1)OCC1c2ccccc2-c2ccccc21 (stereo partly drawn) in the list: x, 17, x, -9%, -15%, x
CC1=C(C(=O)OC(C)C)C(c2cccs2)NC(=S)N1 (stereo not drawn) in the list: -15%, -7, 1%, 2%[11.6 µM], -43%, -2%

The list goes on:
| structure | Sm TGR block | HCMV antiviral | Giardia FBPA inh | AMA1 RON2 block | AmpC inh no detg | AmpC inh detg |
| --- | --- | --- | --- | --- | --- | --- |
| Cc1cc(N)n(-c2nc3ccccc3s2)n1 | 29% | 54 | 1% | 13% | -6% | 4% |
| Cc1nn(C(C)(C)C)c(OC(=O)c2ccco2)c1Sc1ccccc1 | 1% | 39 | 1% | -24% | 32% | -14% |
| Cc1ccc(OCC(=O)NNC(=O)C2CCN(c3ncnc4sc(C)c(C)c34)CC2)cc1 | -1% | -23 | x | 78%[activator] | 67%[activator] | 1% |
| CCC(=NCc1ccco1)c1c(O)n(C)c(=O)n(C)c1=O | 25µM* | -9 | -1% | 4% | -3% | 7% |
| C[C@H](CO)N1C[C@H](C)[C@@H](CN(C)S(=O)(=O)c2cccs2)Oc2ccc(NC(=O)C3CC3)cc2C1=O | x | 9 | x | 5% | 51% | x |
| Cn1ncc(Cl)c1C(=O)NCc1cc(C(C)(C)C)n[nH]1 | 2% | 1 | 0% | 9%[11.6 µM] | -12% | -11% |
| C/C(CC(=O)NCc1ccco1)=N\NC(=O)Cc1ccc(-c2ccccc2)cc1 | 7% | -33 | 6% | 26% | -23% | 4% |
| COc1ccc(CNC(=O)c2ccc(NS(=O)(=O)c3c(C)noc3C)cc2)cc1 | 0% | 81 | 12% | 0% | -21% | -13% |
| COc1cccc(NC(=O)CN(C)CC(=O)NCC(=O)Nc2ccc(F)cc2)c1 | x | 0 | x | 76%[activator] | 31% | x |
| CCN(CC)c1ccc(N2C(=NC(=O)C3CC3)SC3CS(=O)(=O)CC32)cc1 (stereo not drawn) | 3% | -13 | -6% | 5% | 33% | -10% |
| Cc1cc(C)n(CC(O)COc2c(C)cccc2C)n1 (stereo not drawn) | x | 93 | -3% | -5% | 7% | 6% |

Individual results from the entries so far:
Reading of Cc1cc(N)n(-c2nc3ccccc3s2)n1 in AmpC inh detg: 4%
Reading of COc1ccc(CNC(=O)c2ccc(NS(=O)(=O)c3c(C)noc3C)cc2)cc1 in HCMV antiviral: 81
